Screening data as filed in PubChem BioAssay.
S3 lipid droplet – qHTS Assay for Lipid Storage Modulators in Drosophila S3 Cells; lipid storage change, negative = inhibition, % at the top dose, mostly 46.1 µM; hits show Potency in µM; Drosophila S3 cells, BODIPY lipid droplet fluorescence, 18-24 h; cells fed with added oleic acid; 320,000 compounds, 0.64% hits; active means well fitted inhibition curve with a large enough effect in the signal ratio, with a control signal flat, not every such curve was filed as active; inconclusive means small, poorly fitted or top-dose-only effect, or effect the other way, or a change in a side signal; the % refers to the signal ratio
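Drosophila S3 cells loaded with oleic acid (400 uM, as added) and compounds at several concentrations; lipid droplets imaged by 488-nm laser-scanning cytometry, 500–530 nm intensity and object ratio to cell channel. Percent activity normalized to 20 uM Triacsin C.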
S3 lipid droplet cell count max – further read-out of S3 lipid droplet, marked with its call; cell number change, %; measured here: cell count max response;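 cells counted by Cell Tracker Red CMTPX staining in the red channel; peak over a dose series mostly up to 46.1 µM; percent activity relative to internal control wells on each plate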
Starred values were filed as active, the others as inactive; [ ] = dose if it differs, or a comment. On the % scale 0 is the no-effect control and ±100 the full control effect; potency means the concentration at half of the fitted maximal effect. These rows are one share of the data; rates above refer to the full screens.

How did CN1CCN(C(c2ccc(Cl)cc2)c2cc(Cl)c3cccnc3c2O)CC1 (stereo unspecified) do in these assays?
S3 lipid droplet: inconclusive

Results for O=C(NCc1n[nH]c(=S)n1-c1ccc(F)cc1)c1ccc(S(=O)(=O)N2CCCCC2)cc1 ?
S3 lipid droplet: inactive; S3 lipid droplet cell count max: 16

How did O=C(Nc1ccc2oc(-c3cccnc3)nc2c1)c1ccc([N+](=O)[O-])o1 do in these assays?
S3 lipid droplet: 3.7µM*; S3 lipid droplet cell count max: -27*

Results for C=CCn1c(=O)c2ccccc2n2c(SCC(=O)NC(C)C)nnc12 ?
S3 lipid droplet: inconclusive

What do the screens show for `CCOC(=O)Cc1csc(NC(=O)CCc2ccc(S(=O)(=O)N3CCOCC3)cc2)n1`?
S3 lipid droplet: inconclusive

How did CC(C)CNC(=O)c1ccc(Cl)c(Cl)c1 do in these assays?
S3 lipid droplet: 12%; S3 lipid droplet cell count max: -14

How did O=C(CNC1CC1)Nc1cc(C(F)(F)F)ccc1Cl do in these assays?
S3 lipid droplet: inconclusive

Results for Cc1ccc(-n2c(C)nc3c(cnn3-c3ccc(F)cc3)c2=O)cc1 ?
S3 lipid droplet: inconclusive

What do the screens show for `N#CCC(=O)Nc1ccc(C(=O)NNC(=S)NC2CC2)cc1`?
S3 lipid droplet: inconclusive

Results for CN(C)/C=C(\C(=O)c1ccccc1)c1nnnn1-c1ccc(F)cc1 ?
S3 lipid droplet: inconclusive

Results for CC1CCc2nc(/C(C#N)=C/c3cccnc3)sc2C1 (stereo unspecified) ?
S3 lipid droplet: inconclusive

What do the screens show for `Cc1ccnc(SCC(=O)Nc2sc3c(c2C#N)CCCC3)n1`?
S3 lipid droplet: inconclusive

What do the screens show for `CCCCOc1ccc(/C(O)=C2/C(=O)C(=O)N(CCCOC)C2c2ccncc2)cc1C` (stereo unspecified)?
S3 lipid droplet: 2%; S3 lipid droplet cell count max: -3

How did O=c1oc2ccccc2c(Cl)c1CN1CCCCC1 do in these assays?
S3 lipid droplet: inconclusive

Results for CCOC(=O)CSc1nc(C)c2cc(OC)ccc2n1 ?
S3 lipid droplet: inactive; S3 lipid droplet cell count max: -5

How did Cc1cccc(NC(=O)Cn2cnc3c(oc4ccccc43)c2=O)c1 do in these assays?
S3 lipid droplet: -4%; S3 lipid droplet cell count max: 14

Results for NC(=O)[C@@H]1CC2(CC(c3cccc(NC(=O)COc4ccc(Cl)cc4)c3)=NO2)CN1C(=O)COc1ccc(Cl)cc1 (stereo partly specified) ?
S3 lipid droplet: inconclusive

What do the screens show for `Cn1nc(C(=O)NCc2cccc(F)c2)cc1C(=O)NCc1cccc(F)c1`?
S3 lipid droplet: inconclusive

What do the screens show for `O=C(N/N=C/c1ccccc1[N+](=O)[O-])C(=O)N1CCCC1`?
S3 lipid droplet: 6%; S3 lipid droplet cell count max: 9

What do the screens show for `CCn1c(CN2c3ccccc3Sc3ccccc32)n[nH]c1=S`?
S3 lipid droplet: -2%; S3 lipid droplet cell count max: -3

The last four entries of the section before are carried over, then new ones follow:
Results for NC(=O)[C@@H]1CC2(CC(c3cccc(NC(=O)COc4ccc(Cl)cc4)c3)=NO2)CN1C(=O)COc1ccc(Cl)cc1 (stereo partly specified) ?
S3 lipid droplet: inconclusive

What do the screens show for `Cn1nc(C(=O)NCc2cccc(F)c2)cc1C(=O)NCc1cccc(F)c1`?
S3 lipid droplet: inconclusive

What do the screens show for `O=C(N/N=C/c1ccccc1[N+](=O)[O-])C(=O)N1CCCC1`?
S3 lipid droplet: 6%; S3 lipid droplet cell count max: 9

What do the screens show for `CCn1c(CN2c3ccccc3Sc3ccccc32)n[nH]c1=S`?
S3 lipid droplet: -2%; S3 lipid droplet cell count max: -3

How did O=C(N/N=C/C=C\c1ccco1)c1ccccn1 do in these assays?
S3 lipid droplet: inconclusive

Results for O=C1CC2(CCN(C(=O)C(=O)c3c[nH]c4ccccc34)CC2)Oc2ccccc21 ?
S3 lipid droplet: inactive; S3 lipid droplet cell count max: -7

What do the screens show for `COc1cccc(-c2ccc(NC(=O)C3CCCN(Cc4cnn(C(C)C)c4)C3)cc2)c1` (stereo unspecified)?
S3 lipid droplet: inconclusive

How did CC1=NN(C(=O)c2ccc(Br)cc2)C(O)(C(F)(F)OC(F)(F)F)C1 (stereo unspecified) do in these assays?
S3 lipid droplet: inconclusive

What do the screens show for `COc1ccc(CC(=O)N/N=C(\C)CC(=O)NCc2ccco2)cc1OC`?
S3 lipid droplet: inconclusive

What do the screens show for `O=C(COC(=O)c1ccccc1Cc1ccccc1)NC1CCS(=O)(=O)C1` (stereo unspecified)?
S3 lipid droplet: 0%; S3 lipid droplet cell count max: -1

What do the screens show for `COc1ccc2cc(CCl)c(Cl)nc2c1`?
S3 lipid droplet: inconclusive

What do the screens show for `CCN(CC)C(=O)C1CCCN(C/C=C/c2ccccc2[N+](=O)[O-])C1` (stereo unspecified)?
S3 lipid droplet: inconclusive

What do the screens show for `CN(C)CCOc1ncnc2c1oc1ccccc12`?
S3 lipid droplet: inconclusive

What do the screens show for `COC(=O)c1sc(N)c(C(=O)OC)c1COC(=O)CCNS(=O)(=O)c1ccc(C)cc1`?
S3 lipid droplet: inconclusive

Results for Cc1nc2c(oc3ccccc32)c(=O)o1 ?
S3 lipid droplet: inconclusive

Results for Cc1cccc(C2=N/C(=C/c3cccs3)C(=O)O2)c1 ?
S3 lipid droplet: -2%; S3 lipid droplet cell count max: -4

How did NC(=O)c1ccc(NC(=O)CC23CC4CC(CC(Br)(C4)C2)C3)cc1 do in these assays?
S3 lipid droplet: 15%; S3 lipid droplet cell count max: 18

How did O=C(Nc1cccnc1)c1noc2c1CCCCC2 do in these assays?
S3 lipid droplet: inactive

What do the screens show for `COc1ccc(CCN2C(=O)C3CC=C(C)CC3C2=O)cc1OC` (stereo unspecified)?
S3 lipid droplet: 8%; S3 lipid droplet cell count max: 6

How did CCS(=O)(=O)c1c(S(=O)(=O)CC)c2ccccn2c1C(N)=O do in these assays?
S3 lipid droplet: inconclusive

How did CN1CCN(NC(=O)CC(C)(C)C)CC1 do in these assays?
S3 lipid droplet: inconclusive

What do the screens show for `Cc1cc(C(=O)NC2CC(C)(C)Cc3c2cnn3-c2ccc(F)cc2)nn1C` (stereo unspecified)?
S3 lipid droplet: inconclusive

What do the screens show for `COc1ccccc1NC(=O)CSc1nnc(Cn2nnc(-c3ccccc3)n2)n1-c1ccccc1`?
S3 lipid droplet: inactive

Results for CCOc1cc(N2CCOCC2)c(OCC)cc1NC(=O)COC(=O)c1cc(C)oc1C ?
S3 lipid droplet: 19%; S3 lipid droplet cell count max: 13

A draw from above in order of SMILES length, largest number first.
What do the screens show for `COC(=O)c1sc(N)c(C(=O)OC)c1COC(=O)CCNS(=O)(=O)c1ccc(C)cc1`?
S3 lipid droplet: inconclusive

What do the screens show for `COc1cccc(-c2ccc(NC(=O)C3CCCN(Cc4cnn(C(C)C)c4)C3)cc2)c1` (stereo unspecified)?
S3 lipid droplet: inconclusive

Results for Cc1cccc(C2=N/C(=C/c3cccs3)C(=O)O2)c1 ?
S3 lipid droplet: -2%; S3 lipid droplet cell count max: -4

How did O=C(Nc1cccnc1)c1noc2c1CCCCC2 do in these assays?
S3 lipid droplet: inactive

Results for Cc1nc2c(oc3ccccc32)c(=O)o1 ?
S3 lipid droplet: inconclusive

Next section.
What do the screens show for `CCCN(CCC)C(C(=O)Nc1cccc(OC)c1)c1ccccc1` (stereo unspecified)?
S3 lipid droplet: inconclusive

Results for O=[N+]([O-])c1ccc(Oc2ccc(-c3cnc4ccccc4n3)cc2[N+](=O)[O-])cc1 ?
S3 lipid droplet: 22%; S3 lipid droplet cell count max: 0

What do the screens show for `COC(=O)Cn1c(=NC(=O)c2ccc(Cl)s2)sc2cc(F)ccc21`?
S3 lipid droplet: 3%; S3 lipid droplet cell count max: 19

What do the screens show for `COc1ccc(CN(C)c2ccc(S(=O)(=O)N3CCN(C)CC3)cc2[N+](=O)[O-])cc1OC`?
S3 lipid droplet: inconclusive

How did O=C1c2ccccc2C2(c3ccccc3)NCCCN12 (stereo unspecified) do in these assays?
S3 lipid droplet: -4%; S3 lipid droplet cell count max: -4

Results for CCN(CC)c1ccc2cc(C(=O)O)c(=O)oc2c1 ?
S3 lipid droplet: inactive

What do the screens show for `CCCCn1c(N)c(N(CC(C)C)C(=O)c2ccc(N3C(=O)CCC3=O)cc2)c(=O)[nH]c1=O`?
S3 lipid droplet: inconclusive

Results for O=C(NCC1CCCO1)C(c1ccccn1)N(Cc1ccccc1Cl)C(=O)CN1C(=O)c2ccccc2S1(=O)=O (stereo unspecified) ?
S3 lipid droplet: inconclusive

How did O/N=C1\CCCc2ccc3ccccc3c21 do in these assays?
S3 lipid droplet: 7%; S3 lipid droplet cell count max: 7

Results for COc1cc2c(cc1NC(C)=O)CCCC2 ?
S3 lipid droplet: inconclusive

What do the screens show for `O=C(Nc1nnc(SCC(=O)N2CCCC2)s1)C1CC(=O)N(c2ccccc2)C1` (stereo unspecified)?
S3 lipid droplet: inconclusive

Results for CCCC1C(c2ccccc2)C(C#N)(C#N)C2(C#N)CC1(N)NC2=O (stereo unspecified) ?
S3 lipid droplet: inconclusive

Results for O=C(CCc1nc2ccccc2s1)OCC(=O)c1ccc[nH]1 ?
S3 lipid droplet: inconclusive

How did Clc1ccc(NCc2nncn2-c2ccccc2)cc1 do in these assays?
S3 lipid droplet: inconclusive

What do the screens show for `O=c1[nH]c(Cc2cccc(C(F)(F)F)c2)nc2ccccc12`?
S3 lipid droplet: 14%; S3 lipid droplet cell count max: 13

Results for Cc1ccc(C2CN(C)C3(C(=O)Nc4ccccc43)C23COc2ccccc2C3=O)cc1 (stereo unspecified) ?
S3 lipid droplet: inconclusive

How did Cn1ccnc1SCC(=O)Nc1ccc(Cl)cn1 do in these assays?
S3 lipid droplet: inconclusive

How did CC(=O)c1cccc(NC(=O)CN(c2ccccc2F)S(C)(=O)=O)c1 do in these assays?
S3 lipid droplet: inconclusive

How did O=C(Nc1nc2ccccc2n1CCOc1ccc(Cl)cc1)c1ccco1 do in these assays?
S3 lipid droplet: 22%[9.22 µM]

What do the screens show for `COc1ccc(N(CC2CO2)S(=O)(=O)c2ccc(C)cc2)cc1` (stereo unspecified)?
S3 lipid droplet: inactive; S3 lipid droplet cell count max: -6

How did O=C(COc1ccc(Cl)cc1)NNC(=O)c1ccncc1 do in these assays?
S3 lipid droplet: inconclusive

What do the screens show for `O=C(CNCc1ccccc1)Nc1ccc(F)cc1`?
S3 lipid droplet: 9%; S3 lipid droplet cell count max: 5

What do the screens show for `CC1CCN(c2nc3ccccc3nc2C(C#N)C(=O)OC2CCCCC2)CC1` (stereo unspecified)?
S3 lipid droplet: 12%; S3 lipid droplet cell count max: -15

Results for Cc1cc(C(F)(F)F)nc(SCC(=O)c2cccc([N+](=O)[O-])c2)n1 ?
S3 lipid droplet: 19%; S3 lipid droplet cell count max: -4

How did O=C1C2C3C=CC(C2C(=O)N1C1CCCCC1)C1C2C(=O)N(C4CCCCC4)C(=O)C2C31 (stereo unspecified) do in these assays?
S3 lipid droplet: 14%; S3 lipid droplet cell count max: 0

What do the screens show for `CCOc1cc(/C=C(\C#N)C(=O)Nc2ccccc2[N+](=O)[O-])ccc1OCc1cccc2ccccc12`?
S3 lipid droplet: inconclusive

What do the screens show for `COC(=O)c1c(NC(=O)Cc2ccc(OC)c(S(=O)(=O)N3CCOCC3)c2)sc(C)c1C`?
S3 lipid droplet: inactive; S3 lipid droplet cell count max: -26

What do the screens show for `O=C(CSc1nnc2scc(-c3ccccc3)n12)NCc1ccc2c(c1)OCO2`?
S3 lipid droplet: inconclusive

How did CC(C)(C)c1ccc(OCc2nnc(SCC(N)=O)n2N)cc1 do in these assays?
S3 lipid droplet: inactive

Results for Cc1cccc(OC(=O)CN2C(=O)C3C4CCC(C4)C3C2=O)c1C (stereo unspecified) ?
S3 lipid droplet: inactive; S3 lipid droplet cell count max: -16

How did CCOC(=O)c1sc2nc(Cc3ccc(Cl)cc3)[nH]c(=S)c2c1C do in these assays?
S3 lipid droplet: -15%[9.22 µM]; S3 lipid droplet cell count max: -19

How did CC1=CC2=C(OC1N(C)C)c1cccc3cccc(c13)C2=O (stereo unspecified) do in these assays?
S3 lipid droplet: inconclusive

How did CC1CN(C(=O)c2cc(S(=O)(=O)N3CCCCC3)ccc2Cl)CC(C)O1 (stereo unspecified) do in these assays?
S3 lipid droplet: inconclusive

Results for O=C(Nc1ccc(Oc2ncnc3cc(Cl)ccc23)nc1)Nc1cccc(C(F)(F)F)c1 ?
S3 lipid droplet: -3%; S3 lipid droplet cell count max: -4

What do the screens show for `O=C(N1CCCC1)C12CC3CC(CC(Cl)(C3)C1)C2`?
S3 lipid droplet: inactive; S3 lipid droplet cell count max: 3

Results for O=C(Nc1cc(C(F)(F)F)ccc1N1CCOCC1)c1cnccn1 ?
S3 lipid droplet: -10%; S3 lipid droplet cell count max: 4

Results for CNC(=O)CN1C(=O)NC(c2ccccc2)(c2ccccc2)C1=O ?
S3 lipid droplet: inconclusive

How did Cc1nn(-c2ccccc2)c(C)c1/C=N/NC(=O)c1cccs1 do in these assays?
S3 lipid droplet: 12%; S3 lipid droplet cell count max: -1

What do the screens show for `O=C(Nc1nnc(-c2ccccc2F)s1)C1CCCO1` (stereo unspecified)?
S3 lipid droplet: 6%; S3 lipid droplet cell count max: 5

How did Cc1ccc(CN2CC(=O)N3[C@H]4c5cc(C)ccc5OC[C@@H]4[C@H](c4ccccc4)[C@]3(C)C2=O)cc1 do in these assays?
S3 lipid droplet: inconclusive

Results for COc1ccc(C(C(=O)NC2CCCC2)N(C(=O)c2ccco2)c2cccc(C(C)=O)c2)cc1OC (stereo unspecified) ?
S3 lipid droplet: inconclusive
